High-throughput results deposited in PubChem by several laboratories.
Mcl1-Bid inh = disrupts binding of human Mcl-1 to Bid peptide; 220,000 compounds, 0.97% hits; inhibition, % at 21.7 µM; Q07820; TR-FRET Mcl-1/Bid-Dy647 peptide binding, 1536-well;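 active = compounds that cut the binding signal by more than half at the single screening dose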;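 note: His-tagged Mcl-1 with europium anti-His antibody binding Bid BH3 peptide; 0% = Mcl-1 plus peptide wells and 100% = peptide-only wells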
Target sequence (Q07820 whole entry, looked up): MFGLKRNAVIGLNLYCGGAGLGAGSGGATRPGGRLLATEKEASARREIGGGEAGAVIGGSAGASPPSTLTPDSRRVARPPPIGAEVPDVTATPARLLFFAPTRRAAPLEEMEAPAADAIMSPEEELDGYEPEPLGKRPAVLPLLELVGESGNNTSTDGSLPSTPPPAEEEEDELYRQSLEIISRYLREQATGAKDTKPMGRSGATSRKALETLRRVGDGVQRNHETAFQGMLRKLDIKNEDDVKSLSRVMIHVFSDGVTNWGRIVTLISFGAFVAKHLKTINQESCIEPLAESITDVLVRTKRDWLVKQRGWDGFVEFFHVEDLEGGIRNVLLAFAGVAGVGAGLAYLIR
Rab7 wt GTP bind = alters GTP binding to wildtype dog Rab7; GST-Rab7 beads, fluorescent GTP binding, flow cytometry; actives lie on both sides; untreated = 100%, excess cold GTP = 0%; GTP binding activity (percent of control), % at 10 µM; 190,000 compounds, 0.055% hits;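 active = fluorescent GTP binding to Rab7 beads changed by at least 20 points from the 100% baseline, either direction, mostly lower; inconclusive = compound itself probably fluorescent, or too few beads counted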;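 note: median green fluorescence of bound Bodipy-FL-GTP per Rab7 bead population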
Avidin fluor = compound fluoresces at 488/530 nm on avidin beads. compound fluorescence 488/530 nm, flow cytometry; hits give high values. 220,000 compounds, 0.38% hits. fluorescence (KMESF) at 10 µM. AID 1775; in the data active = fluorescence above about 47; note: inactives centre near 10
Rab2 wt GTP = changes GTP binding to wildtype dog Rab2A, up or down | P61105 | GST-Rab2 wt beads, Bodipy-GTP binding, flow cytometry | GTP binding activity, % at 10 µM | 190,000 compounds, 0.19% hits | AID 760;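 active = GTP binding activity at least 20 points away from 100%, either lowered or raised; inconclusive = signal likely due to the compound's own green fluorescence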;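 note: 0% = beads with excess unlabeled GTP and 100% = no-compound control corrected for plate trend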
Pf gametocyte = kills late stage P. falciparum gametocytes. AID 743093. P. falciparum stage V gametocytes, ATP luminescence, 24 h. inhibition, % at 10.9 µM. 150,000 compounds, 0.065% hits;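 active = inhibition above the mean plus 3 SD of compounds within the control limits, set per campaign, cut at about 38% in these data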;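 note: 0% = DMSO wells and 100% = medium only without gametocytes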
Rac1 mut GTP = alters GTP binding to activated mutant human Rac1 | GST-Rac1 activated beads, fluorescent GTP binding, flow cytometry; actives lie on both sides; 100% means binding = to untreated wells | 190,000 compounds, 0.11% hits | percent activity (GTP binding), % at 10 µM | P63000;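 active = GTP binding at least 20 percentage points away from the 100% baseline, in either direction, so actives lie on both sides; inconclusive = Compound likely fluorescent itself, or too few beads counted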
Mcl1 Noxa PPI = Mcl-1/Noxa interaction inhibition; 220,000 compounds, 1.5% hits; TR-FRET Mcl-1/Noxa peptide binding, 2 h; inhibition, % at 21.7 µM;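 active = compounds that cut the protein-peptide binding signal by more than 50% relative to plate controls in a single-dose test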;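 note: His-tagged Mcl-1 with rhodamine Noxa BH3 peptide and terbium anti-His antibody; 0% = Mcl-1 plus Noxa peptide wells and 100% = peptide-only wells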
Rac1 wt GTP bind = human Rac1 wildtype GTP binding, inhibitors and activators; GST-Rac1 beads, fluorescent GTP binding, flow cytometry; actives lie on both sides; 0 = cold GTP competed, 100 = untreated; GTP binding activity (% of control), % at 10 µM; 190,000 compounds, 0.27% hits;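 active = GTP binding activity at least 20 points away from the 100% control level, either lower or higher; inconclusive = compound flagged as likely green fluorescent, judged across all proteins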
Cdc42 wt = human Cdc42 wildtype GTP binding change, either direction; AID 761; GST-Cdc42 beads, Bodipy-GTP binding, flow cytometry; actives lie on both sides; P60953; percent activity (GTP binding), % at 10 µM; 190,000 compounds, 0.2% hits;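 active = percent activity GTP binding at least 20 points away from the 100% baseline, either down as inhibitor or up as activator; inconclusive = compound flagged as likely green fluorescent from well-wide comparison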;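 note: median bead fluorescence of bound Bodipy-FL-GTP at 100 nM; 0% = excess unlabeled GTP control and 100% = no compound control; below 100% means less GTP binding so inhibitor and above means activator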
Target sequence (P60953 whole entry, looked up): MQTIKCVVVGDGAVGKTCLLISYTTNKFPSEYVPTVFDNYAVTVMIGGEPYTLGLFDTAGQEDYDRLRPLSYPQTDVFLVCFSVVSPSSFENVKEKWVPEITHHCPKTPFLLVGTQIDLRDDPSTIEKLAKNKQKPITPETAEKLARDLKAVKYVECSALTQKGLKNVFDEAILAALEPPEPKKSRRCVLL
GSH fluor = GSH bead compound fluorescence profile. GSH beads flow cytometry, compound fluorescence 488/530 nm; hits give high values. fluorescence (KMESF) at 10 µM. 190,000 compounds, 0.25% hits; in the data active = fluorescence above about 89;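 note: glutathione beads carrying GST-tagged Bcl family fusion proteins plus one bare bead set; values are compound well signal with DMSO vehicle wells as background; inactives centre near 16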
HRas wt GTP = changes GTP binding to wildtype human HRas; P01112; GST-Ras wt beads, Bodipy-FL-GTP binding, flow cytometry; actives lie on both sides; GTP binding activity, % at 10 µM; 190,000 compounds, 0.14% hits; AID 759;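 active = GTP binding activity at least 20% away from the 100% baseline, either lowered as inhibitor or raised as activator; inconclusive = flagged as likely green fluorescent, judged across all proteins in the well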;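 note: 0% = unlabeled GTP competition control and 100% = no-compound control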
Target sequence (P01112 whole entry, looked up): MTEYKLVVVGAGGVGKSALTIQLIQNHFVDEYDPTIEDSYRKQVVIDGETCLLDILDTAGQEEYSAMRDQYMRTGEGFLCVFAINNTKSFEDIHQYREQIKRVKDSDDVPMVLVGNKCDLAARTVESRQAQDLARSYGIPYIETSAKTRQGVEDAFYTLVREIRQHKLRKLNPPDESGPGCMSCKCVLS
Starred values were filed as active, the others as inactive; ? = inconclusive; nt = not tested or not shown.

SMILES	Mcl1-Bid inh	Rab7 wt GTP bind	Avidin fluor	Rab2 wt GTP	Pf gametocyte	Rac1 mut GTP	Mcl1 Noxa PPI	Rac1 wt GTP bind	Cdc42 wt	GSH fluor	HRas wt GTP
CC(=O)Nc1ccc(N2C(=O)c3ccc(C(=O)Nc4nnc(SCc5ccc(F)cc5)s4)cc3C2=O)cc1	-15	94	7	97	11	93	4	99	97	17	73*
COCCCn1c(=O)/c(=C\c2ccccc2OC(F)F)s/c1=C(/C#N)C(=O)NC(C)C	3	95	5	99	nt	98	11	98	98	9	96
C=CSc1sc(Cl)c(N2CCOCC2)c1[N+](=O)[O-]	-32	103	6	98	17	97	6	101	97	19	99
COc1cccc(-c2noc(CCC(=O)NCC3CCCO3)n2)c1 (centres undefined)	-1	95	5	93	4	94	-3	98	93	23	95
Cc1ccc2cc3c(NC(=O)C4CCCO4)nn(CC(C)C)c3nc2c1 (centres undefined)	10	?	7	?	20	?	17	?	?	17	?
O=C(COC(=O)c1ccccc1Br)Nc1cc(S(=O)(=O)N2CCOCC2)ccc1N1CCCC1	-31	94	8	95	-19	96	5	94	94	14	94
CCOC(=O)C(=O)Nc1ccccc1C(=O)OCC	3	95	9	96	6	94	-4	96	96	14	94
COCCOC(=O)c1cc(C(=O)c2cc(Cl)ccc2O)coc1=N	-27	112	5	105	18	101	14	104	98	11	105
O=C(O)CNC(=O)C12CC3CC(CC(Cl)(C3)C1)C2	1	97	6	98	15	95	-4	94	95	11	93
CC1=C(C(=O)NCc2ccccc2)C(c2ccc(C)o2)n2ncnc2N1 (centres undefined)	-49	98	14	99	-2	97	-22	104	99	6	102
Nc1ccc(O)cc1C(=O)OCC(=O)c1ccc(C2CCCCC2)cc1	-41	100	6	98	10	98	35	98	95	10	99
O=S(=O)(NC1=NCCC1)c1cccc(NS(=O)(=O)c2ccc(OC(F)(F)F)cc2)c1	-34	102	10	101	10	98	1	103	100	7	101
CCc1nnc(NC(=O)c2sc3nc4c(cc3c2N)CCCCCC4)s1	42	98	14	98	1	99	53*	102	97	19	98
CCCC(=O)Nc1cc(Cl)ccc1C	2	98	10	97	nt	95	-7	97	101	21	95
O=C(NC1CCCCC1)C(=S)NC1CCCCC1	-35	103	9	98	nt	97	16	98	99	16	97
CCCn1c(=O)c(C(=O)N/N=C/c2ccccc2F)c(O)c2ccccc21	7	93	11	92	-13	94	22	97	93	16	95
COc1cc(CNC2CCCC2)cc(OC)c1	35	100	12	101	nt	97	29	104	102	36	100
COc1cc(NC(=O)c2ccccc2Cl)c(OC)cc1NC(=O)CN1CCOCC1	-21	98	34	99	nt	100	1	111	103	26	100
O=C(Nc1ccc2oc(-c3ccccc3)nc2c1)c1ccco1	-4	103	3	100	11	99	19	102	97	7	101
COc1ccc(-c2ccc(=O)n(CC(=O)NCc3ccco3)n2)cc1	-15	105	6	101	nt	101	20	106	104	15	103
COc1ccc2c(c1)c(=O)oc1cc(OCC(=O)N3CCCC(C)C3)ccc12 (centres undefined)	0	100	12	96	nt	95	8	97	97	27	98
CC(=O)Nc1ccc(NC(=O)CCCCCN2C(=O)c3ccccc3C2=O)cc1	-19	102	12	101	26	102	-5	107	104	35	104
Cc1ccc(Sc2ccncc2S(N)(=O)=O)cc1	-35	100	4	94	-8	100	-4	107	94	7	97
Cc1ccc(C2(c3noc(CN(C)CC4COCCO4)n3)CCCC2)cc1 (centres undefined)	-19	100	2	91	14	87	2	88	90	10	91
CC(c1ccon1)N(C)Cc1cn(C)nc1-c1cccc(Cl)c1 (centres undefined)	-20	104	2	99	5	96	-7	97	96	9	98
Cc1ccc(NC(NC(=O)Cc2ccccc2)C(Cl)(Cl)Cl)cc1 (centres undefined)	-10	98	12	98	nt	100	11	104	103	19	100
O=C(Nc1cc(S(=O)(=O)N2CCCC2)ccc1Cl)C1=COCCO1	2	99	5	100	13	98	-7	98	100	39	101
COc1cccc2c(=O)n(CC(=O)N3CCc4ccccc43)ccc12	-7	99	8	99	nt	98	21	101	101	19	99
CC(C)(C)C(=O)CC1(O)C(=O)N(Cc2ccccc2)c2ccccc21 (centres undefined)	-16	96	6	100	nt	99	-15	104	101	52	98
CCOC(=O)CNC(=O)CN1C(=O)CCS(=O)(=O)c2ccccc21	-2	99	39	104	nt	102	-2	106	103	10	102
CCCNC(=O)C/C(C)=N/NC(=O)COc1ccc(C)cc1Br	-11	99	12	100	6	99	19	106	100	10	99
O=C(CN1C(=O)C2C3C=CC(C3)C2C1=O)Nc1ccc2c(c1)OCCO2 (centres undefined)	-16	108	10	106	27	102	7	104	109	27	107
CC1(C)CC(=O)c2sc(NC(=O)c3ccc4ncsc4c3)nc2C1	-8	101	7	99	nt	99	31	104	103	27	100
CCN(CC)S(=O)(=O)c1ccc(OCC(=O)NCc2ccccc2)cc1	-8	104	8	100	nt	100	-4	106	100	14	101
COC(CNC(=O)C1CC(=O)N(CCc2ccccc2)C1)OC (centres undefined)	-11	103	19	104	6	98	2	103	106	13	105
CCOC(=O)COc1ccc2cc(C(=O)OCC)c(=O)oc2c1	3	106	18	109	nt	100	1	102	109	23	107
O=C(NCN1CCN(c2ccccn2)CC1)c1cnccn1	-1	96	7	99	nt	97	-1	100	100	48	98
O=C(CCN1C(=O)/C(=C\c2cccs2)SC1=S)NC1=NCCS1	-5	103	14	99	1	100	24	104	101	12	100
CCOc1ccc(N(CC(=O)NC2CCCC(C)C2C)S(=O)(=O)c2c(C)noc2C)cc1 (centres undefined)	-8	100	9	102	nt	100	3	102	100	14	102
COc1ccc(S(=O)(=O)Nc2nnc(C(C)C)s2)cc1	10	96	10	97	nt	95	35	97	100	23	98
Cc1ccc2oc(-c3ccc(NC(=O)c4ccc5c(c4)OCO5)cc3)nc2c1	-69	100	35	98	0	101	15	104	102	25	98
CCC(C)n1nnc2c(=O)oc3ccccc3c21 (centres undefined)	-21	96	11	95	nt	94	nt	94	98	29	97
Cc1ccc(Nc2nnc(SC3CCOC3=O)s2)cc1 (centres undefined)	-19	100	13	95	-3	97	12	100	100	12	96
Cc1ccc(NS(=O)(=O)c2ccc(Br)s2)cc1S(=O)(=O)N1CCOCC1	-9	108	10	98	11	92	6	97	97	18	98
Cc1nc(N)sc1-c1nnc(SCC(=O)Nc2nccs2)n1C	11	101	14	101	13	98	7	104	101	29	102
O=C1CSC(c2cn(-c3ccccc3)nc2-c2cccs2)N1CC1CCCO1 (centres undefined)	-28	91	14	94	nt	93	18	96	99	30	96
CCOc1cc(/C=C2\SC(=N)N(c3nonc3N)C2=O)ccc1OCC(N)=O	-6	96	10	97	-44	97	0	99	97	8	96
O=C(COC(=O)CNC(=O)c1ccco1)Nc1ccccc1OC(F)F	-16	105	23	96	1	96	2	97	94	29	97
Nc1nc(SCC(=O)NCCO)nc2sc3c(c12)CCCC3	9	92	13	91	-10	95	17	97	91	13	93
CSC1=NCCN1C(=O)C(C)Oc1ccccc1 (centres undefined)	-21	104	6	100	nt	98	-13	102	100	26	102
Cc1ccc(C(=O)CSc2ncn[nH]2)cc1	-15	99	7	99	-5	98	4	104	101	4	99
COc1ccccc1CNC(=O)C/C(C)=N/NC(=O)Cc1ccccc1	2	97	5	99	2	99	6	100	100	23	100
CC1(C)CC2(CC(c3ccccc3F)c3cc(Cl)c(O)cc3O2)NC(=S)N1 (centres undefined)	-30	94	7	98	9	93	16	101	97	11	97
COc1ccc(OC)c(-n2nnnc2SCC(=O)Nc2ccc(C(=O)N3CCCCC3)cc2)c1	-6	98	4	96	-20	97	15	99	97	23	99
Cc1cc[n+](CC(=O)c2cccs2)cc1	-6	100	2	99	-9	96	15	97	100	55	99
Cc1csc(SCC(=O)NCc2ccccc2Cl)n1	9	104	10	102	4	97	2	103	100	20	101
CC(C)NC(=S)N/N=C/c1ccc2c(c1)OCCO2	-51	96	26	96	7	98	15	101	100	9	98
CCN1CCN(C(=S)c2ccc(OCC(=O)NCc3ccccc3)cc2)CC1	-27	97	8	98	-7	92	-8	97	96	9	97
O=C(NC(=S)N1CCN(CCO)CC1)C12CC3CC(CC(C3)C1)C2	-37	98	8	95	0	95	-7	99	98	12	97
O=C1/C(=C\c2ccco2)SC(=S)N1Cc1ccccc1	-15	92	11	93	1	93	nt	90	95	23	93

(next part)
SMILES	Mcl1-Bid inh	Rab7 wt GTP bind	Avidin fluor	Rab2 wt GTP	Pf gametocyte	Rac1 mut GTP	Mcl1 Noxa PPI	Rac1 wt GTP bind	Cdc42 wt	GSH fluor	HRas wt GTP
O=C(N/N=C/c1ccccn1)c1cc(-c2cccc3ccccc23)n[nH]1	-70	96	7	99	-18	101	-83	105	100	13	100
Cc1nc2sc(C(c3ccccc3)N3CCOCC3)c(O)n2n1 (centres undefined)	3	97	8	101	-18	98	18	104	104	65	99
O=C(NCc1ccccn1)c1ccc(CNS(=O)(=O)c2cccc(C(F)(F)F)c2)cc1	-18	97	9	96	-15	96	1	98	98	20	97
CC[n+]1c(/C=C/Nc2ccccc2)oc2ccc(OC)cc21	-29	105	22	100	-16	98	16	95	99	10	98
CCOC(=O)c1c(NC(=O)c2cccc(N3C(=O)CCC3=O)c2)sc(C)c1C	-10	97	15	99	0	96	7	100	101	20	100
CCOC(=O)N1CCC(NC(=O)c2cc(C(=O)Nc3ccc(S(=O)(=O)N4CCCCC4)cc3)ccc2CO)CC1	0	96	6	96	12	97	-11	102	98	12	97
Cc1nc(N2CCN(Cc3ccccc3)CC2)c(C#N)c2c1COC(C)(C)C2	-7	94	7	101	nt	101	1	104	104	66	101
O=[N+]([O-])c1cc2c(cc1Br)CCN2	-11	106	10	100	11	99	6	101	98	20	100
Cn1c(=O)c2c(nc(N/N=C/c3ccc(OC(=O)c4ccco4)cc3)n2Cc2ccc(F)cc2)n(C)c1=O	59*	99	7	97	nt	98	48	103	98	8	98
CC(C)OC(=O)c1cc(C(=O)c2cc(Br)ccc2O)coc1=N	-28	99	7	95	11	94	16	97	92	22	94
Cc1ccccc1C(=O)Nc1ccccc1C(=O)NCc1ccccc1	-22	96	9	95	nt	94	-8	99	98	7	98
Cc1ccccc1NC(=S)NCc1ccccc1	-68	98	8	101	nt	103	-3	98	101	21	100
COc1ccc(CCn2c(N3CCN(Cc4ccccc4)CC3)nc3c2c(=O)[nH]c(=O)n3C)cc1	-26	97	12	97	0	103	0	107	104	25	101
